# Source: PubChem BioAssay (several laboratories)
# IDE inh: cellular human IDE inhibition; P14735; HEK cells, FAbetaB cleavage, fluorescence polarization; inhibition, % at 5.59 µM; 320,000 compounds, 0.41% hits; AID 434962;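 active = percent inhibition above the average of all tested compounds plus 3 SD, set per screening campaign, cut at about 16% in these data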;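 also: IDE supplied by intact live HEK cells; FP after avidin binding of uncleaved biotin substrate so inhibition keeps polarization high; 0% = DMSO wells and 100% = 60 µM reference IDE inhibitor Ii1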
# UBC9 SUMO inh: inhibitors of human SUMOylation (UBC9); HTRF SUMOylation assay, SAE1/SAE2 + UBC9, in vitro; inhibition, % at 35 µM; 290,000 compounds, 0.36% hits; in the data active = inhibition above about 50%, passing the limit was not always enough; also: strong numbers were not always called active
# Target sequence (P63279 whole entry, looked up): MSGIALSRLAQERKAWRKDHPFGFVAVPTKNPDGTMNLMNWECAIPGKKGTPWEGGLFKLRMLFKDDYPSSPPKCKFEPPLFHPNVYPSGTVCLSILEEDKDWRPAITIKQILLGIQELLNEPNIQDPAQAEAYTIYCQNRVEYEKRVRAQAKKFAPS
# PfM18AAP inh: PfM18AAP enzyme inhibition; inhibition, % at 7.35 µM; AID 1822; recombinant PfM18AAP, H-Glu-NHMec fluorogenic cleavage; 290,000 compounds, 1.2% hits;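 active = inhibition above the campaign mean inhibition over all tested compounds plus 3 SD, cut at about 28% in these data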;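 also: 0% = plate median of test compound wells and 100% = 2 mM ZnCl2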
# NALP1 yeast inh: blocks the NALP1 inflammasome reconstituted in yeast. S. cerevisiae NALP1/ASC/caspase-1 growth, X-gal OD620, 72 h. inhibition, % at 10 µM. 280,000 compounds, 0.61% hits; in the data active = inhibition mostly above about 24%, no sharp cut-off; inactive = mostly below about 32%; also: some compounds called inactive have numbers as strong as hits
# pCIP destab: p/CIP protein destabilization. Q05BA5. F442A p/CIP-EGFP cells, EGFP fluorescence, 16 h. decrease of EGFP signal, % at 10 µM. 290,000 compounds, 0.01% hits;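 active = EGFP signal decrease of at least 30% at 10 µM or well 3 SD below plate mean, unless failing retest; inactive = the rest, including hits failing retest or dose response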; also: some compounds called inactive have numbers as strong as hits; many of its hits are not listed in these tables
# MEKK3 PB1 HTS: raises or lowers MEK5 binding to the human MEKK3 PB1 domain | Q99759 | bead-based flow cytometry, Alexa488-MEK5 binding to MEKK3; actives lie on both sides; 0 = blocked by unlabeled MEK5, 100 = vehicle | binding response (% of control), % at 10 µM | 290,000 compounds, 1.4% hits;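 active = binding response more than 3 SD above or below the average of its plate-row segment, actives on both sides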;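 also: Alexa488 bead fluorescence after subtracting the streptavidin-only scavenger bead signal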
# Target sequence (Q99759 whole entry, looked up, the tested form may be a part): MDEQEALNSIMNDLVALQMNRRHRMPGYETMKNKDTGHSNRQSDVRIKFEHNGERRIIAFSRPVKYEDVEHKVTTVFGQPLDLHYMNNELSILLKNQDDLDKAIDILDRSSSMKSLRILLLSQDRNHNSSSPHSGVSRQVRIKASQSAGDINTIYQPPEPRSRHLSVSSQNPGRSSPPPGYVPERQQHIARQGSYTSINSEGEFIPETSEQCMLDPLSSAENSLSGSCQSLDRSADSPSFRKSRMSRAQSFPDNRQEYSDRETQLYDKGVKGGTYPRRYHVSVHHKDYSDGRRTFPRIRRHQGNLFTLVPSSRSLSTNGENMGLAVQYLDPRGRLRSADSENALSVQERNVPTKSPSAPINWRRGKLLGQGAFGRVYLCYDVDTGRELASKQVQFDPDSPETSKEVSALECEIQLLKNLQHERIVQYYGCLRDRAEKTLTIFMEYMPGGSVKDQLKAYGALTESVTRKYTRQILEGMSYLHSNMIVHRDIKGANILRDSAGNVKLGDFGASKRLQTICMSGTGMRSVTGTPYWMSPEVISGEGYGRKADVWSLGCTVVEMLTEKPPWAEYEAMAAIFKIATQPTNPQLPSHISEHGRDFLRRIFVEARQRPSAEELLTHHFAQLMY
# MEKK2 mut-MEK5: signal of MEK5 binding to mutant human MEKK2 PB1 domain. 290,000 compounds, 0.35% hits. percent response, % at 10 µM. bead flow cytometry, Alexa488-MEK5 binding to MEKK2 mutant. AID 1530; in the data active = percent response above about 24%, passing the limit was not always enough; also: inactives centre near 1; some results filed as inactive read as strong as hits; reference of the scale not given here
# IDE act: activators of human insulin-degrading enzyme in cells. P14735. HEK cells, FAbeta-B cleavage, fluorescence polarization; 0% vehicle, 100% cell-free pure enzyme wells. activation, % at 5.96 µM. 340,000 compounds, 0.073% hits. AID 493087;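 active = activation above the mean of all tested compounds plus 3 SD, set per screening campaign, cut at about 17% in these data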
# MEKK2 WT-MEK5: raises or lowers MEK5 binding to wildtype human MEKK2 PB1 domain. bead flow cytometry, Alexa488-MEK5 binding to MEKK2 WT; actives lie on both sides. binding response (% of control), % at 10 µM. 290,000 compounds, 1.1% hits. AID 1531; in the data active = binding response below about 67% or above about 130%
# Starred values were filed as active, the others as inactive; . = not tested or not shown; & = joins results of further samples; [ ] = dose if it differs, or a comment.
SMILES,IDE inh,UBC9 SUMO inh,PfM18AAP inh,NALP1 yeast inh,pCIP destab,MEKK3 PB1 HTS,MEKK2 mut-MEK5,IDE act,MEKK2 WT-MEK5
COc1ccc2nc(SCC(=O)NC3CC3)c(C#N)cc2c1,-1,1,-5,8,-3,106,-1,0,107
O=C(Nc1ccnn1C1CCN(C2CCC2)CC1)c1ccccc1Cl,2,8,-8,-13,-2,101,4,0,103
O=C(NC1CCCCC1)N1CCN(c2ccccc2Cl)CC1,-4,4,3,13,-1,101,-6,1,99
CC(C)[C@H](NC(=O)c1ccccc1)C(=O)OCC(=O)c1ccccc1F,-1,24,-7,10,-16,104,1,-1,95
CCN(CC)S(=O)(=O)c1ccc(Cl)c(NC(=O)CSc2cccc[n+]2[O-])c1,5,22,-13,8,-15,98,1,-1,100
CCOc1cc(C(=O)OCC(=O)Nc2cccc(C)c2)ccc1OCC(=O)N1CCOCC1,0,0,0,12,2,137*,1,3,108
COC(=O)c1cc2ccsc2n1Cc1cc(=O)n2ccccc2n1,2,8,10,-24,-26,96,-2,1,97
Cc1ccccc1-c1nc(CS(=O)(=O)CC(=O)N2CCc3ccccc3C2)c(C)o1,1,0,-7,18,2,100,-2,-5,98
Brc1cccc(CNCCCN2CCOCC2)c1,-4,-2,0,10,-5,96,-2,-1,100
CCOC(=O)CON1C(=O)C(=O)N(OCC(=O)OCC)[C@H]2CCCC[C@H]21,-1,-16,-1,.,1,95,-14,3,103
Cc1ccc2nc3c(c(Nc4cccc(O)c4)c2c1)CCC3,3,-3,3,7,0,100,6,-1,119
COC(=O)Cc1csc(Nc2ccc(F)c(Cl)c2)n1,4,11,3,-6,0,105,2,3,99
CS(=O)(=O)N(Cc1ccccc1)c1ccc(C(=O)N2CCN(c3cccc(Cl)c3)CC2)cc1,5,-21,3,2,2,101,1,-8,102
CN(C)CCCN(CCCN(C)C)C(=S)Nc1ccc(S(=O)(=O)N2CCOCC2)cc1,-5,18,11,12,-1,118,22,1,112
O=C(O)c1ccc(C[n+]2c(-c3ccccc3)csc2Nc2ccccc2)cc1,8,14,1,5,5,91,-5,1,91
Cc1nn(C(C)C(=O)NCCC2=CCCCC2)c(=O)c2nn(-c3ccccc3)c(C)c12 (stereo not given),-2,5,4,13,8,101,3,5,103
CN(C)C(=O)c1cn(-c2ccccc2)c(=O)c2ccccc12,-2,6,-3,3,-11,99,0,4,96
CN(c1ccccc1C(=O)NCc1ccccc1Cl)S(=O)(=O)c1ccccc1,4,3,3,-1,-1,108,3,4,107
Cc1cccc(OCc2nnc(SCC(=O)c3ccccc3)o2)c1,1,10,-7,8,-10,114,3,-2,101
CC(C)c1csc(CN2CCC(CO)(Cc3cccc(F)c3)CC2)n1,1,9,3,18,-16,96,-10,3,90

# Record cards, as listed above. Order of values: IDE inh	UBC9 SUMO inh	PfM18AAP inh	NALP1 yeast inh	pCIP destab	MEKK3 PB1 HTS	MEKK2 mut-MEK5	IDE act	MEKK2 WT-MEK5
# CS(=O)(=O)N(Cc1ccccc1)c1ccc(C(=O)N2CCN(c3cccc(Cl)c3)CC2)cc1 is entered as 5	-21	3	2	2	101	1	-8	102
# Cc1cccc(OCc2nnc(SCC(=O)c3ccccc3)o2)c1 is entered as 1	10	-7	8	-10	114	3	-2	101
# Cc1ccc2nc3c(c(Nc4cccc(O)c4)c2c1)CCC3 is entered as 3	-3	3	7	0	100	6	-1	119
# COC(=O)Cc1csc(Nc2ccc(F)c(Cl)c2)n1 is entered as 4	11	3	-6	0	105	2	3	99

# New compounds follow
SMILES,IDE inh,UBC9 SUMO inh,PfM18AAP inh,NALP1 yeast inh,pCIP destab,MEKK3 PB1 HTS,MEKK2 mut-MEK5,IDE act,MEKK2 WT-MEK5
COc1ccc(-c2ccccc2)cc1NCc1ccc(OC)c(OC)c1,4,-29,1,44,3,107,5,4,106
CCOC(=O)C1CCN(C2=C(NS(=O)(=O)c3ccc(Br)cc3)C(=O)c3ccccc3C2=O)CC1,3,50,22,7,-12,98,0,2,97
NCCOc1ccccc1-c1ccccc1,5,8,-11,4,-4,106,4,-3,108
C=CCOc1cccc(C(=O)N2CCCC(Nc3ccc(F)cc3)C2)c1 (stereo not given),1,1,9,18,-6,104,6,-5,106
Cc1ccc(N2C(=O)c3n[nH]c(C)c3C2c2ccco2)cc1 (stereo not given),-1,9,-9,8,-11,103,0,0,94
O=C(Nc1nc2c(Br)cccc2s1)C1CC1,4,11,1,11,-5,100,-4,2,91
O=C(NCCCN1CCOCC1)c1cc(C(=O)C2CC2)c[nH]1,7,12,-5,14,0,75,-10,4,78
CCOC(=O)C1CCCN(C(=O)c2cncc(Br)c2)C1 (stereo not given),5,26,-11,8,3,107,6,5,107
CC(=O)c1ccc(NC(=O)CNCC(c2ccccc2)N(C)C)cc1 (stereo not given),8,22,1,-5,-7,108,10,2,130
COC(=O)C1=C(C)NC(=O)C1(NS(=O)(=O)c1ccc(C)cc1)C(F)(F)F (stereo not given),0,22,-10,-1,-8,104,6,0,106
Cc1ccccc1-c1nnc2c3ccccc3c(C)nn12,4,25,-1,6,-8,105,3,3,97
CS(=O)(=O)N1CCN(c2ncnc3c2cnn3-c2ccccc2)CC1,-2,16,-4,-2,-6,96,-3,-1,89
Cc1ccc(CNC(=O)C(=O)NCC2OCCN2S(=O)(=O)c2cccs2)cc1 (stereo not given),0,17,-1,32,1,109,10,3,97
COc1ccc(OCC(O)CNC(=O)c2ccc(Br)cc2)cc1 (stereo not given),8,-4,1,8,-13,100,-1,1,106
CC(C)=CC(=O)Nc1nnc(-c2cccnc2)s1,0,22,-1,14,-10,104,12,-2,110
O=C(c1ccc2ccccc2c1)N1CCCCC1,-5,6,1,-20,-8,104,7,1,113
CCC(=O)OCc1cc2cccc(C)c2[nH]c1=O,-2,19,-1,0,-17,100,-1,4,97
O=C(c1ccc(Cl)s1)N1CCCC1,1,9,-2,-11,-4,102,2,-4,98
O=C(Cc1ccc(-n2c(=O)c3ccccc3n(Cc3ccccc3Cl)c2=O)cc1)NCC1CCCO1 (stereo not given),3,-2,6,15,11,92,-14,2,84
COc1ccc(NC(=O)Cc2nnc(SCC(=O)NC3=NCCS3)n2C)cc1,-4,11,2,21,-2,101,5,4,100
COc1ccc(-c2[nH]ncc2/C=N\NC(=O)c2ccc(C(C)(C)C)cc2)cc1OC,0,-4,1,32,-12,95,-2,-4,99
CN(C)/C=C(\C=N\OCc1ccc(Cl)cc1Cl)C(=O)Nc1ccc(Cl)c(Cl)c1,3,-26,0,28,-7,111,5,4,114
Cn1nc(C(C)(C)C)c([N+](=O)[O-])c1C(=O)NC1CCCCC1,3,-12,-3,20,5,100,2,5,100
N#CC1=C(N)NC(SCC(=O)Nc2ccccc2)=C(C#N)C12CCCC2,-2,0,5,21,1,115,14,0,112
COc1cccc(S(=O)(=O)Nc2ccc(C(=O)N3CCN(C(=O)c4ccco4)CC3)cc2)c1,-3,3,-8,-94,-2,99,1,0,110
CCCCCCCC(=O)N/N=C/c1ccc(Br)cc1,-5,28,-8,11,-7,87,-12,7,89
c1nc2sc3c(c2c2nnnn12)CCC3,-2,29,-6,15,0,96,-7,2,96
O=C(C1=C(O)C(=O)N(Cc2ccccc2)C1c1ccco1)c1ccco1 (stereo not given),-1,24,-12,7,-3,97,-6,3,97
Cc1cccc(C)c1NC(=S)N(Cc1cccnc1)Cc1ccccc1Cl,6,16,-11,8,6,82,-11,5,79
COc1ccc(/C=N/n2c(-c3ccc(C)cc3)n[nH]c2=S)cc1OC,-5,2,5,-10,-2,98,-1,1,96
COc1ccc(OCc2cc(C(=O)NC(C)c3cnn(C)c3)no2)c(Cl)c1 (stereo not given),-3,6,1,9,0,102,7,2,108
CCC(C)[C@H](NC(=O)NCc1ccccc1Cl)C(=O)O (stereo not given in full),4,4,-16,0,-5,103,7,8,107
Cc1cc(N/N=C/c2ccc(F)cc2)nc(-n2nc(C)cc2C)n1,11,2,7,0,-10,101,5,.,99
CC(=O)c1cccc(N(CC(=O)NCCc2ccccc2)C(=O)c2csnn2)c1,4,-5,-6,10,2,98,3,4,101
C[C@H](NC(=O)[C@H]1N2C(=O)c3ccccc3C2SC1(C)C)C(=O)NCc1ccncc1 (stereo not given in full),0,12,-3,16,-1,105,1,-2,105
c1csc(Cc2nn3c(-c4n[nH]c5c4CCC5)nnc3s2)c1,7,25,3,-4,2,98,0,1,93
COc1ccc(S(=O)(=O)N2CCCCCC2)cc1C(=O)Nc1cccc(C)n1,6,6,1,6,-1,100,5,1,104
C[C@H](NC(=O)c1nc[nH]c1C(=O)N1CCc2ccccc2C1)C(=O)OCc1ccccc1,0,3,.,.,-1,87,5,-4,87
Cc1nc2c3cc(F)ccc3n(Cc3ccccc3)c2s1,-7,6,9,.,-1,155*,-1,-7,111
CC(C)N1CCC(=NNc2ccc([N+](=O)[O-])cc2S(=O)(=O)N2CCOCC2)CC1,0,13,1,7,-12,103,-3,5,98
C/C=C/c1ccc(OCCCN2C(=O)NC(C)(C)C2=O)c(OC)c1,7,17,-3,2,-8,88,-9,5,96
CC(C)CNC(=O)COC(=O)c1ccc(Cl)c(S(=O)(=O)N2CCc3ccccc32)c1,3,4,-9,-5,12,107,-4,2,102
O=C(O)CCC(=O)NCCn1c(-c2ccccc2)csc1=Nc1ccccc1,2,-18,-9,1,2,107,6,6&-6,107
CCN(C(=O)CCS(=O)(=O)c1cc2c(cc1Cl)NC(=O)CO2)c1ccccc1,0,3,3,-4,-3,101,4,4,106
CCOC(=O)Cc1csc(N/N=C\c2cccc(Br)c2)n1,7,-4,10,17,-1,.,.,-2,.
N=c1c(C(=O)NCc2ccc(F)cc2)cc2c(=O)n3ccccc3nc2n1CCCN1CCOCC1,4,30,8,33,1,97,2,-3,108
COc1cccc(OCc2cc(C(=O)N3CCNC(=O)C3Cc3ccccc3)no2)c1 (stereo not given),-3,13,-13,18,-1,98,-3,4,98
Cc1ccc(C(=O)N/C(=C\C=C\c2ccccc2)C(=O)NCc2ccco2)cc1,-2,2,-5,34,-21,146*,0,-3,107
CCc1nc2ccccc2c(C(=O)OC2CCOC2=O)c1C (stereo not given),-1,-6,1,19,-2,98,-2,6,94
Cc1cc(C)c2cc(C=O)c(Cl)nc2c1,5,28,-1,-5,-6,105,-13,-2,94

# (further entries)
SMILES,IDE inh,UBC9 SUMO inh,PfM18AAP inh,NALP1 yeast inh,pCIP destab,MEKK3 PB1 HTS,MEKK2 mut-MEK5,IDE act,MEKK2 WT-MEK5
CCOC(=O)C1(CC2CCCCO2)CCN(C(=O)Nc2ccc(C)c(C)c2)CC1 (stereo not given),-1,-7,-7,1,3,96,-9,3,92
O=C1[C@@H]2[C@H](C(=O)N1n1cnnc1)[C@H]1C=C[C@@H]2C1,-1,25,3,12,-13,94,-4,6,96
CCNc1nc(NCC)nc(N(CC)C(N)=S)n1,9,6,-21,15,-14,116,17,-3,112
CN(C)S(=O)(=O)c1ccc(C(=O)Nc2nnc(-c3ccc4c(c3)CCCC4)o2)cc1,1,2,-3,19,-16,95,1,11,95
CN(C)c1ccc(P(=O)(CC(=O)N/N=C/c2ccc(C#N)cc2)OCCCl)cc1 (stereo not given),3,9,5,5,1,104,1,2,103
COC(=O)[C@@H](C)NC(=O)c1ccc2oc(CCc3ccccc3)nc2c1,4,4,-3,11,-8,97,1,0,100
O=C(N/N=C\c1cc(Br)ccc1O)c1ccc(S(=O)(=O)N2CCCCC2)cc1,0,30,-1,15,3,94,-3,-11,96
O=C(Nc1cc(-c2ccccc2)[nH]n1)c1ccccc1F,5,11,0,.,-1,35*[inhibitor],-48,.,38*[inhibitor]
O=c1[nH][nH]c(=O)c2c(NS(=O)(=O)c3ccccc3)cccc12,2,6,-1,14,-13,102,4,-4,101

# A portion of the library. The share of hits here may be higher or lower than overall.
